PRC2 inh: EZH2/PRC2 methyltransferase inhibitors, primary screen, biochemical, DELFIA time-resolved fluorescence, single point | PRC2 H3K27 methylation, DELFIA TRF, 1 h | AID 651548, 2012 | 57,000 tested, 0.35% active | Histone-lysine N-methyltransferase EZH2 (Homo sapiens), Q15910 | inhibition, % at 12.5 µM;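 active means mean inhibition of replicates at least 50% and every single replicate also reaching 50%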;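 further: dimethyl H3K27 on biotinylated H3 21-44 peptide detected by antibody; plate controls were median neutral control wells for no effect and median positive control wells for full effect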
IDH1 R132H inh: inhibitors of IDH1 R132H reductase, primary screen, biochemical, plate reader, single point | diaphorase/resazurin fluorescence, 60 min | inhibition, % at 10 µM | 70,000 tested, 0.18% active | AID 624101, 2012; in the data active means inhibition above about 34%;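 further: 0% = DMSO and 100% = no enzyme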
Target sequence (O75874 whole entry R132H): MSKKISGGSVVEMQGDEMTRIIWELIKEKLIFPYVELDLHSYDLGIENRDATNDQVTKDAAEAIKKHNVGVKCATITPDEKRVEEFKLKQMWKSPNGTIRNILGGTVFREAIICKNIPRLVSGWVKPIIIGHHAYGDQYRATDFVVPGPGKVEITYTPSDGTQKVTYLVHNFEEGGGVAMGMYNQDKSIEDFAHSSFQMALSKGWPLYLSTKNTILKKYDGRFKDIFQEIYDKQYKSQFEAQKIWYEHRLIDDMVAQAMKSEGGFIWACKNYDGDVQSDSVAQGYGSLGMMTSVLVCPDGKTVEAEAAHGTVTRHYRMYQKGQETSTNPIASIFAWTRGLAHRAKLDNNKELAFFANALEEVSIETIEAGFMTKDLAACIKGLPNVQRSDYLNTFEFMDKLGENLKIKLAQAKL
An asterisk follows results filed as active; x = not tested or not shown.

SMILES	PRC2 inh	IDH1 R132H inh
C#CCOc1ccc(C(Nc2ccccn2)c2ccc3cccnc3c2O)cc1 (centres undefined)	-33	1.0
C[C@H]1CN([C@@H](C)CO)C(=O)c2cc(NC(=O)CCN3CCOCC3)ccc2O[C@H]1CN(C)C	-2	3.2
CC(C)NC(=O)N(C)C[C@@H]1OCCCC[C@@H](C)Oc2ccc(NC(=O)C3CCCCC3)cc2C(=O)N([C@@H](C)CO)C[C@@H]1C	-12	4.5
C[C@@H]1CN([C@@H](C)CO)C(=O)CCCn2cc(nn2)CO[C@H]1CN(C)C(=O)Nc1ccccc1F	2	-2.0
CO[C@H]1CN(C)C(=O)c2ccc(NC(=O)NC(C)C)cc2OC[C@@H](C)N(Cc2ccccn2)C[C@@H]1C	5	0.1
COc1ccc(-c2cnc3c(c2)C(=O)N([C@H](C)CO)C[C@@H](C)[C@H](CN(C)C(=O)NC2CCCC2)O3)cc1	x	-0.1
Cc1ccccc1-c1cnc2c(c1)C(=O)N([C@H](C)CO)C[C@@H](C)[C@H](CN(C)C(=O)c1ccccc1)O2	x	-0.2
CCC(=O)N[C@H]1C=C[C@H](CC(=O)NCc2ccccc2OC)O[C@@H]1CO	-5	0.1
C[C@@H]1CN([C@@H](C)CO)C(=O)c2cc(NC(=O)Nc3ccccc3)ccc2O[C@@H](C)CCCCO[C@@H]1CN(C)Cc1ccccc1	x	2.2
CO[C@@H](CN(C)C(=O)c1ccccc1F)[C@@H](C)CN([C@@H](C)CO)S(=O)(=O)c1ccc(Cl)cc1	-2	-0.2
CC(C)NC(=O)N(C)C[C@H]1Oc2ncc(C#CC3CC3)cc2C(=O)N([C@H](C)CO)C[C@@H]1C	10	-0.2
COc1ccc(CN(C)C[C@@H]2Oc3ccc(NS(=O)(=O)c4ccc(OC)cc4)cc3CC(=O)N([C@@H](C)CO)C[C@@H]2C)cc1	x	-0.8
COc1ccc(C(=O)Cn2c3ccccc3n3nc(-c4cccs4)nc23)cc1	9	0.2
COc1ccc(CN(C)C[C@H]2OCCCC[C@@H](C)Oc3ccc(NC(=O)NC(C)C)cc3C(=O)N([C@H](C)CO)C[C@@H]2C)cc1	6	x
CO[C@@H]1CN(C)C(=O)c2ccc(NC(=O)C3CCC3)cc2OC[C@@H](C)N(Cc2cccnc2)C[C@H]1C	-15	0.3
CC(C)C#Cc1cnc2c(c1)C(=O)N([C@@H](C)CO)C[C@@H](C)[C@H](CN(C)C(=O)CCN1CCCCC1)O2	9	0.0
CC(C)NC(=O)Nc1cccc2c1O[C@H](CN(C)Cc1ccc(Cl)c(Cl)c1)[C@@H](C)CN([C@H](C)CO)C2=O	-4	1.9
C[C@@H]1CN([C@@H](C)CO)C(=O)c2cc(C#Cc3ccccn3)cnc2O[C@H]1CN(C)Cc1cccnc1	0	-0.3
Cc1ccc(F)cc1S(=O)(=O)N[C@@H]1CCN(Cc2ccc(C(F)(F)F)cc2)C1	7	x
C[C@@H]1CCCCO[C@@H](CN(C)Cc2ccc(C(=O)O)cc2)[C@@H](C)CN([C@@H](C)CO)C(=O)c2cc(NS(=O)(=O)c3ccc(Cl)cc3)ccc2O1	x	1.0
COc1ccc(COC[C@]23NC(=O)N[C@H](c4ccccc4O2)[C@H]3CO)cc1	-12	x
O=C(CCCCCCC(=O)Nc1ccccc1O)N/N=C/C1=CCCCC1	25	0.2
COc1ccc(NC(=O)N[C@H]2CC[C@@H](CCn3cc(C4(O)CCCC4)nn3)O[C@@H]2CO)cc1	7	-0.3
COc1cccc(OCC(=O)Nc2ccc(OC)c(NC(=O)c3ccco3)c2)c1	3	-0.3
CCCNC(=O)Nc1ccc2c(c1)C(=O)N(C)C[C@H](OC)[C@@H](C)CN(C)[C@H](C)CO2	4	0.2

Quoted at random: five entries already listed.
SMILES	PRC2 inh	IDH1 R132H inh
CCCNC(=O)Nc1ccc2c(c1)C(=O)N(C)C[C@H](OC)[C@@H](C)CN(C)[C@H](C)CO2	4	0.2
C[C@H]1CN([C@@H](C)CO)C(=O)c2cc(NC(=O)CCN3CCOCC3)ccc2O[C@H]1CN(C)C	-2	3.2
CO[C@H]1CN(C)C(=O)c2ccc(NC(=O)NC(C)C)cc2OC[C@@H](C)N(Cc2ccccn2)C[C@@H]1C	5	0.1
Cc1ccccc1-c1cnc2c(c1)C(=O)N([C@H](C)CO)C[C@@H](C)[C@H](CN(C)C(=O)c1ccccc1)O2	x	-0.2
CC(C)NC(=O)Nc1cccc2c1O[C@H](CN(C)Cc1ccc(Cl)c(Cl)c1)[C@@H](C)CN([C@H](C)CO)C2=O	-4	1.9

(listing goes on)
SMILES	PRC2 inh	IDH1 R132H inh
C[C@@H]1CN([C@H](C)CO)C(=O)c2cc(NS(=O)(=O)c3ccc(F)cc3)ccc2O[C@@H]1CN(C)S(=O)(=O)c1cn(C)cn1	x	0.5
CO[C@H]1CN(C)C(=O)c2ccc(NC(=O)C3CC3)cc2OC[C@H](C)N(C(=O)CN(C)C)C[C@H]1C	7	0.1
CO[C@@H]1CN(C)C(=O)c2ccc(NC(=O)C3CC3)cc2OC[C@@H](C)N(C(=O)c2ccncc2)C[C@@H]1C	0	0.4
C[C@@H]1CN([C@@H](C)CO)C(=O)c2cc(NC(=O)CCC(F)(F)F)ccc2O[C@@H](C)CCCCO[C@@H]1CN(C)Cc1ccc(C(=O)O)cc1	x	2.9
CCC(=O)Nc1ccc2c(c1)C(=O)N(C)C[C@@H](OC)[C@H](C)CN(C(=O)c1ccccc1F)[C@@H](C)CO2	-9	0.4
O=C(C[C@@H]1C[C@H]2c3cc(NC(=O)NC4CCCC4)ccc3O[C@H]2[C@@H](CO)O1)NC1CCCC1	-12	0.0
CNC[C@H]1Oc2ccc(NC(=O)Cc3cn(C)c4ccccc34)cc2CC(=O)N([C@@H](C)CO)C[C@@H]1C	0	-8.1
O=C(Cc1ccncc1)NCC[C@@H]1CC[C@@H](NC(=O)C2CCC2)[C@@H](CO)O1	7	-0.4
CC(C)(C=O)Cc1cc(C(C)(C)C)c(O)c(C(C)(C)C)c1	-3	-0.1
C[C@@H]1CN([C@@H](C)CO)C(=O)c2c(c3ccccc3n2C)-c2ccccc2CO[C@H]1CN(C)C(=O)Cc1ccccc1	-6	x
CCCNC(=O)Nc1ccc2c(c1)C(=O)N(C)C[C@H](OC)[C@@H](C)CN(C(=O)c1ccccc1F)[C@H](C)CO2	-5	0.0
Cc1cc(C)c(S(=O)(=O)N(C)CC(=O)Nc2cc(C(F)(F)F)ccc2Cl)c(C)c1	37	-0.3
COc1ccc(NC(=O)N(C)C[C@@H]2OCCCC[C@H](C)Oc3ccc(NC(=O)CCC(F)(F)F)cc3C(=O)N([C@H](C)CO)C[C@H]2C)cc1	x	0.5
C[C@@H]1CN([C@H](C)CO)C(=O)c2cc(NC(=O)Nc3ccc(C(F)(F)F)cc3)ccc2O[C@@H](C)CCCCO[C@@H]1CN(C)S(=O)(=O)c1cn(C)cn1	x	1.1
C[C@H](CO)N1C[C@H](C)[C@@H](CN(C)Cc2ccc(C(F)(F)F)cc2)Oc2ccc(NS(C)(=O)=O)cc2C1=O	3	x
CO[C@@H](CN(C)S(=O)(=O)c1cccc(Cl)c1)[C@@H](C)CN(C(=O)Nc1ccccc1F)[C@@H](C)CO	-5	-0.4
O=C(CN1CCOCC1)NCC[C@H]1CC[C@@H](NC(=O)c2ccc3c(c2)OCO3)[C@H](CO)O1	0	-0.1
C[C@@H]1CN([C@H](C)CO)S(=O)(=O)c2ccc(C#Cc3ccccc3)cc2O[C@@H]1CN(C)S(=O)(=O)c1ccccc1F	x	-0.3
O=C(CCc1ccc(O)cc1)CC(CCc1ccc(O)cc1)O[C@@H]1OC[C@@H](O)[C@H](O)[C@H]1O (some centres undefined)	x	0.2
CNC[C@H]1Oc2ncc(C#Cc3ccccc3F)cc2C(=O)N([C@@H](C)CO)C[C@H]1C	-17	1.5
C[C@H]1CN([C@@H](C)CO)C(=O)c2cccc(NC(=O)Nc3ccc4c(c3)OCO4)c2O[C@H]1CN(C)C(=O)NC1CCCCC1	x	-5.5
C[C@H]1CN([C@@H](C)CO)S(=O)(=O)c2ccc(C#Cc3ccncc3)cc2O[C@@H]1CN(C)S(=O)(=O)c1ccccc1	-2	12
COc1ccc(C(=O)CSc2nnc(-c3ccco3)n2C)cc1	4	0.3
C[C@@H]1CN([C@@H](C)CO)C(=O)c2cc(NC(=O)Cc3cn(C)c4ccccc34)ccc2O[C@H]1CN(C)CC1CCCCC1	x	-25
COc1cccc(NC(=O)N(C)C[C@@H]2Oc3cc(-c4ccccc4F)ccc3S(=O)(=O)N([C@H](C)CO)C[C@@H]2C)c1	x	0.3

Some of these compounds in order of length of the SMILES, descending:
SMILES	PRC2 inh	IDH1 R132H inh
C[C@@H]1CN([C@H](C)CO)C(=O)c2cc(NC(=O)Nc3ccc(C(F)(F)F)cc3)ccc2O[C@@H](C)CCCCO[C@@H]1CN(C)S(=O)(=O)c1cn(C)cn1	x	1.1
C[C@@H]1CN([C@H](C)CO)S(=O)(=O)c2ccc(C#Cc3ccccc3)cc2O[C@@H]1CN(C)S(=O)(=O)c1ccccc1F	x	-0.3
C[C@H](CO)N1C[C@H](C)[C@@H](CN(C)Cc2ccc(C(F)(F)F)cc2)Oc2ccc(NS(C)(=O)=O)cc2C1=O	3	x
CC(C)(C=O)Cc1cc(C(C)(C)C)c(O)c(C(C)(C)C)c1	-3	-0.1

Continuation:
SMILES	PRC2 inh	IDH1 R132H inh
CCNS(=O)(=O)c1ccc(NC(=O)c2cc(-c3ccncc3)nc3c(C)c(Cl)ccc23)cc1	-5	1.6
C[C@H]1CN([C@@H](C)CO)C(=O)c2cc(NC(=O)Nc3cccc4ccccc34)ccc2O[C@@H]1CN(C)Cc1ccccc1	3	0.1
C[C@@H]1CN([C@@H](C)CO)C(=O)c2cc(NS(C)(=O)=O)ccc2O[C@@H](C)CCCCO[C@H]1CN(C)S(=O)(=O)c1cn(C)cn1	x	0.3
O=C(O)CCNS(=O)(=O)c1ccc2c(c1)OCCO2	5	-0.3
Cc1c(Cl)cccc1NC(=O)CSc1nnc(-c2ccc([N+](=O)[O-])cc2)n1C	10	-0.2
CS(=O)(=O)N(CC(=O)Nc1ccccc1Br)Cc1ccccc1	5	-0.2
COc1ccc(COC[C@@]23Oc4ccccc4[C@@H](NC(=O)N2C)[C@H]3CO)cc1	6	x
Cc1ccc(S(=O)(=O)Nc2cccc3c2O[C@H](CN(C)C(=O)Nc2ccccc2)[C@H](C)CN([C@H](C)CO)C3=O)cc1	-3	x
CO[C@H]1CN(C)C(=O)c2cc(NC(=O)c3cccc(F)c3)ccc2OC[C@H](C)N(CC2CC2)C[C@@H]1C	-8	-0.1
CCN(CC)c1ccc(/C=N/NC(=O)c2ccc(C(=O)NO)cc2)c(O)c1	-1	-0.2
C[C@@H]1CN([C@@H](C)CO)C(=O)Cc2cc(NC(=O)CCCCCC(=O)Nc3ccccc3N)ccc2O[C@@H]1CN(C)S(=O)(=O)c1ccccc1	-11	6.7
COc1cccc(S(=O)(=O)N[C@@H]2CC[C@H](CC(=O)NCc3ccc(F)cc3)O[C@@H]2CO)c1	15	0.0
C[C@@H]1CN([C@@H](C)CO)C(=O)c2cccc(NC(=O)NC3CCCCC3)c2O[C@@H]1CN(C)Cc1ccc(C(=O)Nc2ccccc2N)cc1	-18	x
COc1ccc(NC(=O)CSc2nc3c(cc2C#N)CCCCC3)cc1OC	-4	0.1
CCCC(=O)Nc1ccc2c(c1)C(=O)N(C)C[C@@H](OC)[C@@H](C)CN(Cc1ccccc1)[C@H](C)CO2	-7	-0.6
O=C(C[C@@H]1C[C@@H]2c3cc(NC(=O)c4ccc5c(c4)OCO5)ccc3O[C@@H]2[C@@H](CO)O1)NCc1ccccn1	13	-2.4
COCCNC(=O)C[C@H]1C[C@H]2c3cc(NS(=O)(=O)c4ccccc4)ccc3O[C@H]2[C@@H](CO)O1	-2	1.2
Cc1ccc(C(Nc2ccccn2)c2ccc3cccnc3c2O)cc1 (centres undefined)	-27	0.3
C[C@H]1CN([C@@H](C)CO)C(=O)Cc2cc(NC(=O)Nc3cccc4ccccc34)ccc2O[C@H]1CN(C)C	x	0.1
C[C@@H]1CN([C@H](C)CO)C(=O)Cc2cc(NC(=O)Cc3ccccc3)ccc2O[C@@H]1CN(C)CC1CC1	5	1.3
C[C@@H]1CN([C@H](C)CO)C(=O)Cc2cc(NS(C)(=O)=O)ccc2O[C@@H]1CN(C)Cc1ccc(C(F)(F)F)cc1	-1	1.6
Cc1c(C(=O)Nc2sc3c(c2C(=O)NC2CCS(=O)(=O)C2)CCCC3)oc2ccccc12 (centres undefined)	-5	1.7
C[C@@H]1CN([C@@H](C)CO)C(=O)Cc2cc(NC(=O)CCCN(C)C)ccc2O[C@@H]1CN(C)S(=O)(=O)c1ccc(Cl)cc1	x	2.1
Cc1ccc(S(=O)(=O)N(C)C[C@@H]2Oc3ccc(NC(=O)Cn4cnnn4)cc3CC(=O)N([C@@H](C)CO)C[C@H]2C)cc1	x	-8.6
CC(C)CC#Cc1cnc2c(c1)C(=O)N([C@@H](C)CO)C[C@@H](C)[C@@H](CN(C)Cc1ccc3c(c1)OCO3)O2	x	5.2
C[C@@H]1CN([C@H](C)CO)C(=O)c2cccc(NC(=O)Nc3ccc4c(c3)OCO4)c2O[C@@H]1CN(C)Cc1ccc2c(c1)OCO2	-4	0.2
CCC(=O)N1C[C@@H](C)[C@H](OC)CN(C)C(=O)c2ccc(NC(=O)C3CC3)cc2OC[C@@H]1C	-3	0.1
C[C@H](CO)N1C[C@H](C)[C@H](CN(C)S(=O)(=O)c2cn(C)cn2)Oc2ccc(NC(=O)Nc3cccc4ccccc34)cc2C1=O	x	-12
CN(C)Cc1cn(CC[C@H]2CC[C@@H](NS(=O)(=O)c3ccccc3)[C@@H](CO)O2)nn1	-4	0.3

A portion of the library; count on the stated rates, not on these rows.
